TNF death inh – TNF-alpha cell death inhibition in Jurkat FADD-/- cells | Jurkat FADD-/- TNF necroptosis rescue, ATP luminescence, 24 h; 0 = TNF only, 100 = no-TNF cells | activation (protection from cell death), % at 10 µM | actives 0.068% (n = 220,000);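 active = activation, meaning protection from cell death, of at least 50% relative to plate controls; inactive = activation below 50%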;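 note: necroptosis triggered by 40 ng/mL TNF-alpha added together with compound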
RBBP9 inh – inhibitors of human serine hydrolase RBBP9. recombinant RBBP9, FP-Rh probe fluorescence polarization. inhibition, % at 7.94 µM. actives 0.2% (n = 220,000). AID 1515;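 active = inhibition above the campaign mean of all tested compounds plus 3 SD, cut at about 14% in these data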;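 note: plate controls were DMSO wells with RBBP9 for no effect and wells lacking RBBP9 protein for full effect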
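System: RBBP9 protein | Quantity: 2.5 µM RBBP9 dispensing solution, before mixing | Reagent: FP-Rh probe, 375 nM dispensing solution | Timing: Enzyme-compound preincubation 30 min, then probe labeling 45 min, 25 °C | Measured by: Fluorescence polarization | Read-out: % inhibition | Replication: One well per compound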
PGE2 EP2 inh – inhibitors of human EP2 prostaglandin E2 receptor; P43116; C6 glioma cells expressing human EP2, cAMP TR-FRET; cells stimulated with saturating PGE2; inhibition, % at 25 µM; actives 0.52% (n = 260,000); AID 1422;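 active = percent inhibition above 40 after rounding to a whole number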;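 note: rat C6 glioma host cells with rolipram phosphodiesterase inhibitor present; the protocol text gives 20 µM as final concentration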
Runt-CBFb FRET – Runt domain-CBFb interaction inhibition; Q01196+Q13951; Cerulean-Runt/Venus-CBFb FRET ratio 530/480, 1 h; inhibition, % at 20 µM; actives 0.46% (n = 220,000);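 active = inhibition over about 50% at 20 µM in the single-dose screen, limit read from the data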;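 note: 0% = DMSO wells and 100% = excess unlabeled CBFb competitor control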
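Doses: 20 µM compound in 1% DMSO | Material: Cerulean-labeled Runt domain protein | Amount: Each fluorescent fusion protein 100 nM | Schedule: Two 1 h room-temperature incubations shielded from light | Measured by: FRET fluorescence | Evaluation: Loss of energy transfer signal | Controls: Unlabeled CBFb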
L929 necroptosis – L929 zVAD cell death inhibition. L929 zVAD necroptosis rescue, ATP luminescence, 24 h; with zVAD 60 µM. viability rescue, % at 10 µM. actives 0.38% (n = 220,000). AID 1377;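 active = activation, scaled between plate controls, above about 75%, limit read from the data; inactive = activation under that limit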;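 note: 0% = zVAD with DMSO and 100% = DMSO alone without zVAD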
PERK inhibitor – blocks human PERK kinase; Q9NZJ5; CHO PERK-DD fusion, SEAP luminescence translation reporter; inhibition, % at 5.6 µM; actives 0.17% (n = 220,000); AID 1416;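 active = inhibition above the mean inhibition of all tested compounds plus 3 SD, set separately per screening campaign, cut at about 2.9% in these data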;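 note: PERK kinase domain activated by AP20187 dimerizer at 100 nM; 0% = DMSO with dimerizer and 100% = rapamycin at 8.4 µM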
Target sequence (Q9NZJ5 whole entry, looked up, the tested form may be a part): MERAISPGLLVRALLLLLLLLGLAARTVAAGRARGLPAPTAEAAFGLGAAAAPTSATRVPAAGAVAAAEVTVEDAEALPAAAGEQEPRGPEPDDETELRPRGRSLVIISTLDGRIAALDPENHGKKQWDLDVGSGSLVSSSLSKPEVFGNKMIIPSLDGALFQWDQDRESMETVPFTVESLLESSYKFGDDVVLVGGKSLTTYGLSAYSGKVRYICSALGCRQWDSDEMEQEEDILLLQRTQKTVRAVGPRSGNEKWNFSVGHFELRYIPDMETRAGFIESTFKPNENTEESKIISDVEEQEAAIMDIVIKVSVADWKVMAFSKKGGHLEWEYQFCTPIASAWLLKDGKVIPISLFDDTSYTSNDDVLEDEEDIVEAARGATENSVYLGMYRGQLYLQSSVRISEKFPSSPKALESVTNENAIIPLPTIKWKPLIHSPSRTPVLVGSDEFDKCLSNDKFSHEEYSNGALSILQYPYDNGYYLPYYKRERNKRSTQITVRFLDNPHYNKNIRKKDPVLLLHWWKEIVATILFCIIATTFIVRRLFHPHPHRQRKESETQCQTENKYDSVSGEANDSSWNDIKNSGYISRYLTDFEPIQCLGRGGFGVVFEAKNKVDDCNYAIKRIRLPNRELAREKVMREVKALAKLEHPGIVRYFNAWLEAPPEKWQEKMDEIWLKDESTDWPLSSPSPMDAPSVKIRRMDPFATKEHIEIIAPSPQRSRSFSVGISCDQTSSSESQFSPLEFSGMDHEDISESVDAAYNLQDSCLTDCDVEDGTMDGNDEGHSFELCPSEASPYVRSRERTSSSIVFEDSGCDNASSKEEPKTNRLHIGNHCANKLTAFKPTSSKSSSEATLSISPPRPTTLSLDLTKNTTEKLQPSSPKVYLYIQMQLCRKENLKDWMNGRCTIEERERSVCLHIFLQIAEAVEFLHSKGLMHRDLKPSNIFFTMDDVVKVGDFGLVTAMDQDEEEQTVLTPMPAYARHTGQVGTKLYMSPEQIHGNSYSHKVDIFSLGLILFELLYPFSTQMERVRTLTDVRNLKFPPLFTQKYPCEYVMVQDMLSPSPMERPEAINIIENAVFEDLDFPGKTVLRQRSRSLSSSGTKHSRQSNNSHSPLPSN
EP2 mod – EP2 receptor (human) modulation; EP2-expressing cells, cAMP HTRF FRET, PGE2 co-stimulation; induction, % at 25 µM; actives 0.83% (n = 260,000);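 active = compounds whose cAMP rise, as percent of the full-agonist control response, exceeds 60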;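 note: rat C6 glioma line stably carrying human EP2 under a CMV promoter; the protocol text gives 20 µM as final concentration; 100% = response of wells given 1 µM PGE2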
Runt-SMMHC FRET – blocks binding of human RUNX1 Runt domain to CBFb-SMMHC | Q01196+Q13951 | Cerulean-Runt/Venus-CBFb-SMMHC FRET ratio 530/480, 1 h | inhibition, % at 20 µM | actives 0.74% (n = 220,000);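 active = mean inhibition across duplicate retests at 20 µM reaching about 50%, limit read from the data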;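 note: 0% = DMSO wells and 100% = wells with excess untagged CBFb-SMMHC; inhibitors lower the FRET ratio by blocking Runt binding to CBFb-SMMHC; some results filed as inactive read as strong as hits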
Hck Nef HTS – inhibitors of human Hck kinase activated by Nef. P08631. Recombinant Hck-YEEI plus Nef, Z-Lyte FRET kinase assay. inhibition, % at 20 µM. actives 0.68% (n = 220,000);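 active = Hck-Nef kinase inhibition above about 50%, limit read from the data; inactive = inhibition below that limit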;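 note: 0% = DMSO with Hck plus Nef and 100% = Hck alone without Nef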
Active calls of the source: *; / = no result given; & = joins results of further samples. These rows are one share of the data; rates above refer to the full screens.

Results follow in this order: PERK inhibitor, PGE2 EP2 inh, Runt-SMMHC FRET, RBBP9 inh, TNF death inh, EP2 mod, Hck Nef HTS, Runt-CBFb FRET, L929 necroptosis
1: Cc1ccc(N=Cc2cc(Cc3ccccc3Cl)cc([N+](=O)[O-])c2O)c(O)c1
→ -0.2, 10, -44, -5, -1.2, 68*, 56*, -18, 13
2: Cc1cc(N(CC(=O)NC(C)C)S(C)(=O)=O)ccc1Br
→ 1.0, 13, 0, -5, 1.9, -12, 2, -1, -0.4
3: COC(=O)Cn1c(=NC(=O)CSC(C)=O)sc2ccccc21
→ 0.6, 8, 2, -9, 0.8, 6, 0, 3, 1.8
4: Cc1ccc(NC(=O)c2cnc3ccccc3n2)cc1C
→ -0.5, 13, 0, -1, -1.3, 13, 8, -3, -0.2
5: C=CCNC(=O)CN(c1cc(Cl)ccc1OC)S(=O)(=O)c1ccc(C)c([N+](=O)[O-])c1
→ -1.3, 11, 2, -3, 0.7, -35, 15, 1, 1.0
6: COC(=O)CNC(=O)C1CCCN1C(=O)CNC(=O)OC(C)(C)C (stereo unspecified)
→ 0.7, 2, -1, 4, -1.3, 23, 7, 0, -0.5
7: Cc1cc2cc(CNC(=O)Cc3cccs3)ccc2n1C
→ /, 11, -1, /, -2.3, -8, 37, 2, -1.3
8: COc1cccc(Nc2nc3cc(OC)ccc3cc2C#N)c1
→ 1.1, 5, 6, -2, 0.2, 50, -9, 2, 1.5
9: COc1cc(C2/C(=C(\O)c3ccc4c(c3)CC(C)O4)C(=O)C(=O)N2Cc2ccco2)ccc1O (stereo unspecified)
→ 0.6, 11, 3, 0, 1.0, 11, 7, 0, 0.3
10: CCOC(=O)C1CCCN(C(=O)C2CCN(S(=O)(=O)c3cnc[nH]3)CC2)C1 (stereo unspecified)
→ 0.4, 12, -3, -8, -0.3, 7, -3, -1, 1.9

The list continues.
Results follow in this order: PERK inhibitor, PGE2 EP2 inh, Runt-SMMHC FRET, RBBP9 inh, TNF death inh, EP2 mod, Hck Nef HTS, Runt-CBFb FRET, L929 necroptosis
11: O=C(NCc1ccc2c(c1)OCO2)c1c(O)c2cccc3c2n(c1=O)CCC3
→ 0.1, 9, 0, -3, 0.4, 33, -1, -2, 1.5
12: N#C/C(=C\c1ccc(-c2cccc(C(F)(F)F)c2)o1)C(=O)Nn1cnnc1
→ 0.1, 10, -2, -12, 0.8, 3, 1, -3, 2.1
13: O=C(COC(=O)c1cccc(S(=O)(=O)N2CCc3ccccc32)c1)NC1CCS(=O)(=O)C1 (stereo unspecified)
→ 0.3, 16, -1, -1, -1.1, -2, 14, 1, -0.4
14: O=c1nc(SCc2ccc(Cl)cc2)nc(-c2ccccc2)[nH]1
→ 0.5, 7, -2, -1, 4.7, 4, -4, 0, 4.0
15: O=C(C/C=N\OCc1ccc([N+](=O)[O-])cc1)Nc1ccc(Cl)cc1
→ 0.5, 4, -2, -1, 1.4, -76, -11, 0, 3.1
16: O=C1CN(c2ccccc2)C(=O)N1
→ 0.9, 13, -4, -14, 0.8, -41, 6, 0, 0.2
17: CC(=O)c1ccc(N2CCN(C(=O)c3ccc(Cn4c(=S)[nH]c5ccc(N6CCOCC6)cc5c4=O)cc3)CC2)cc1
→ -0.8, 15, -1, -4, -7.5, 5, 41, -1, 0.1
18: COc1nc(Nc2ccc(O)cc2)nc(OC(C(F)(F)F)C(F)(F)F)n1
→ -0.1, 6, 0, -14, 0.8, -24, 2, 1, 33
19: Cc1ccc(-n2c(SCC(=O)NCc3cccs3)nnc2-c2ccoc2C)cc1
→ -0.9, 14, 2, -12, -1.2, 33, -1, -1, -0.5
20: Cc1oc(-c2ccccc2Cl)nc1Cn1cccc1C1=NC(c2ccccc2)CO1 (stereo unspecified)
→ 1.4, 12, 3, -5, -5.6, 1, -2, -3, 0.1

More entries follow:
Results follow in this order: PERK inhibitor, PGE2 EP2 inh, Runt-SMMHC FRET, RBBP9 inh, TNF death inh, EP2 mod, Hck Nef HTS, Runt-CBFb FRET, L929 necroptosis
21: O=[N+]([O-])c1ccc(S(=O)(=O)CC2CSc3nc4ccccc4n32)cc1 (stereo unspecified)
→ -0.1, 11, 4, -6, 1.2, -11, 0, -1, 0.5
22: CCOC(=O)c1cc(-c2ccc(Cl)cc2)nc2onc(C)c12
→ 0.8, /, -5, -5, -0.7, 23, -1, -3, 0.7
23: CCOc1cc(S(=O)(=O)N(CC)CC)ccc1Cl
→ 0.0, 8, -1, 0, 0.4, -15, 14, -1, 0.8
24: Cc1cc(C)c(C2=NOC3C4CCC(C4)C23)c(C)c1 (stereo unspecified)
→ 0.4, 13, 6, 2, 1.0, -12, 0, 0, 0.6
25: COc1cccc(N(CC(=O)Nc2ccc3c(c2)OCO3)S(=O)(=O)c2ccccc2)c1
→ -1.9, 4, -4, -1, -1.5, 30, 8, 2, -0.5
26: O=C(O)CN=C1NC2(CCCC2)Cc2ccccc21
→ 0.8, 8&3, -2, -11, -2.3, -3, -1, /, -0.3
27: CCN(CC)S(=O)(=O)c1cc(C)ccc1SC
→ 0.6, 11, 6, -6, -0.1, 46, 3, -1, -0.1
28: CCN(CC)CCCN1C(=O)c2oc3ccccc3c(=O)c2C1c1cccc(OC)c1OC (stereo unspecified)
→ 0.9, 9, 4, -20, 0.6, 18, 2, -1, 1.5
29: CCCC(=O)Nc1cccc(S(=O)(=O)N(C)c2ccccc2)c1
→ 0.0, 2, 3, -2, 1.4, -12, 3, -1, -0.1
30: O=C1CCC/C1=C/Nc1ccc(Cl)cc1
→ 0.6, 8, 1, 4, -0.4, -31, 12, 0, 1.2

Complete entries as entered above. Order of screens: PERK inhibitor | PGE2 EP2 inh | Runt-SMMHC FRET | RBBP9 inh | TNF death inh | EP2 mod | Hck Nef HTS | Runt-CBFb FRET | L929 necroptosis
`Cc1cc(C)c(C2=NOC3C4CCC(C4)C23)c(C)c1` (stereo unspecified) as listed: 0.4 | 13 | 6 | 2 | 1.0 | -12 | 0 | 0 | 0.6
`O=C1CCC/C1=C/Nc1ccc(Cl)cc1` as listed: 0.6 | 8 | 1 | 4 | -0.4 | -31 | 12 | 0 | 1.2
`O=C(O)CN=C1NC2(CCCC2)Cc2ccccc21` as listed: 0.8 | 8&3 | -2 | -11 | -2.3 | -3 | -1 | / | -0.3
`CCOC(=O)c1cc(-c2ccc(Cl)cc2)nc2onc(C)c12` as listed: 0.8 | / | -5 | -5 | -0.7 | 23 | -1 | -3 | 0.7
`COc1cccc(N(CC(=O)Nc2ccc3c(c2)OCO3)S(=O)(=O)c2ccccc2)c1` as listed: -1.9 | 4 | -4 | -1 | -1.5 | 30 | 8 | 2 | -0.5

Other entries follow:
Results follow in this order: PERK inhibitor, PGE2 EP2 inh, Runt-SMMHC FRET, RBBP9 inh, TNF death inh, EP2 mod, Hck Nef HTS, Runt-CBFb FRET, L929 necroptosis
31: CC(=O)N(C)C(c1ccc(N(C)C)cc1)c1nnnn1-c1c(C)cccc1C (stereo unspecified)
→ -1.0, 6, 2, -4, 1.4, 12, 5, -2, -0.7
32: Cc1ccc(-c2csc(NC(=O)Cc3ccc(F)cc3)n2)o1
→ 0.8, 5, 36, -3, 7.0, -38, 45, 26, 4.8
33: CCO[C@H]1OC(C(=O)N2CCN(Cc3ccccc3)CC2)=C[C@@H](C)[C@@H]1CCCO
→ 1.6, 14, -1, -6, 0.4, 9, 16, 0, -0.2
34: CC(C)(C)C(=O)NC1=NCCS1
→ -0.9, 10, 1, -8, 1.0, 14, -1, 8, 0.5
35: COc1ccc(-n2nnnc2SCC(=O)NCCc2ccc(OC)c(OC)c2)cc1
→ -1.6, -3&8, 2, 2, 0.1, 21&-37, 4, 1, -0.5
36: Cn1cc(CC(=O)NCCCN2CCCC2)c2ccccc21
→ 0.3, 10, -3, 1, -1.0, 19, -23, 1, -0.5
37: Cc1cccc(/C=N/NC(=O)CN2CCCCCCC2)c1
→ 0.7, 3, -1, -7, 2.1, -58, 6, 2, 0.5
38: CCCCNC(=S)Nc1cc(S(=O)(=O)N2CCCCC2)ccc1C
→ 0.3, 7, -1, 0, -2.5, -3, 5, 2, -0.6
39: CCCCNC(=O)CNC(=S)N(Cc1ccccc1F)C1CCCCC1
→ -0.9, 6, -4, -7, -0.4, 30, 23, -4, 0.1
40: COCCCNC(=S)NC(=O)c1ccc([N+](=O)[O-])cc1
→ 1.0, 5, 5, -7, 0.9, 1, 7, 4, -0.1

The list continues:
Results follow in this order: PERK inhibitor, PGE2 EP2 inh, Runt-SMMHC FRET, RBBP9 inh, TNF death inh, EP2 mod, Hck Nef HTS, Runt-CBFb FRET, L929 necroptosis
41: O=S(=O)(c1ccc2c(c1)nc1n2CCC1)N1CCOCC1
→ -0.3, 1, 1, 0, -1.4, 29, 0, -2, 0.0
42: CCC(=O)Nc1ccc(C(=O)Cn2ncc(Cl)c(Cl)c2=O)cc1
→ -0.2, 13, -15, -2, -32, -5, 41, 0, 71
43: CCCn1c(SCC(=O)OCc2ccccc2)nc2c1c(=O)n(C)c(=O)n2C
→ 1.2, 6, -5, -7, 0.5, -20, 1, -2, 0.0
44: COc1ccc(CNc2nc(NCc3ccc(OC)cc3)c3[nH]cnc3n2)cc1
→ /, 10, 0, /, -2.5, -14, 20, 0, -0.3
45: O=[N+]([O-])c1cccc(S(=O)(=O)N2CCCCCC2)c1
→ 0.7, 10, -2, 1, 1.5, 5, 2, -1, 0.3
46: O=CNc1ccc(S(=O)(=O)NCc2ccccc2)cc1
→ 0.7, 8, 0, -8, -1.9, 2, 1, 0, -0.7
47: Cc1nn(CC(=O)NCc2ccccn2)c(C)c1[N+](=O)[O-]
→ 2.3, 6, -4, 6, 0.3, 4, 14, 2, -1.0
48: CC(C)C(O)(C#CCN1CCCCC1)C(C)C
→ 0.7, 8, -1, -6, 2.8, -2, 1, -2, 0.8
49: CCOc1ccccc1N(CC(=O)NCc1ccc(OC)cc1)S(C)(=O)=O
→ -0.5, 12, -2, -7, -1.2, 22, -1, -2, 0.8
50: COc1ccc(N(CC(=O)Nc2cc(C)on2)S(=O)(=O)c2cc(C)ccc2C)cc1
→ -0.5, 4, 2, -7, 1.5, 4, -1, -2, 0.5
51: COc1ccccc1NC(=S)NC1CCCCCCCCCCC1
→ 0.4, 5, 3, -3, -26, 3, 6, -1, 1.0
52: CC1CCC2(CC1)NC(=O)N(NC(=O)CCl)C2=O (stereo unspecified)
→ 1.6, 7, 1, -7, 4.7, 38, 22, 0, 1.0
53: COc1ccc(C2Nc3ccccc3C(=O)N2NC(=O)c2ccccc2)cc1OC (stereo unspecified)
→ 0.4, 11, -4, -5, 0.5, 16, 3, /, -0.4

High-throughput results as filed in PubChem.
